Menin MLL FP TR = menin-MLL binding inhibition, Texas Red mutant peptide; Potency, µM (titrated, usually from 61.6 µM), without a hit: at the top dose FP activity change, negative = inhibition, actives largely listed as inhibitors; AID 1768; O00255; hit rate 0.23% among 270,000; Menin + Texas Red MLL mutant peptide, fluorescence polarization; active = well fitted inhibition curve with a large enough effect in the polarisation, with a control signal flat, not every such curve was filed as active; inconclusive = small, poorly fitted or top-dose-only effect, or effect the other way, or a change in a side signal; inactive = no such curve, though single readings can be large or run the other way; the % refers to the polarisation; also: potency is read from the fitted curve at half-maximal effect; % of control where 0% means no effect; many of its hits are not listed in these tables
Target sequence (O00255 whole entry, looked up): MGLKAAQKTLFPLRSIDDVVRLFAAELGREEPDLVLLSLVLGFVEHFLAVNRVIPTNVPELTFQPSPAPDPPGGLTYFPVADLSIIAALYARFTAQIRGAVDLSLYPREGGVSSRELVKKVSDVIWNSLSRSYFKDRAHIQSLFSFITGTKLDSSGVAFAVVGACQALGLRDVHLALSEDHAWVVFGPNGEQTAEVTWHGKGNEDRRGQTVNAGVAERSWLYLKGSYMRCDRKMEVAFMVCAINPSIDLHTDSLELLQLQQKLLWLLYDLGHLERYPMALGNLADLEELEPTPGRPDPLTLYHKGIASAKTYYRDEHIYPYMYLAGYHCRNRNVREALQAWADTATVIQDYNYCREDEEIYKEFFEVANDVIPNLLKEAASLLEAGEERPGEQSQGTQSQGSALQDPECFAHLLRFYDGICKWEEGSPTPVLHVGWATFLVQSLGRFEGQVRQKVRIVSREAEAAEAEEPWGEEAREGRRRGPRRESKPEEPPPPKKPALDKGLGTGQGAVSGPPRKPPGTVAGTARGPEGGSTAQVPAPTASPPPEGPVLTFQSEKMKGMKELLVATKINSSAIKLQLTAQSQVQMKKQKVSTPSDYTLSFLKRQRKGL
Tb PFK inh = blocks T. brucei phosphofructokinase | T. brucei PFK, ADP-Glo luminescence | Potency, µM (series often up to 57.5 µM), without a hit: top-dose activity, negative = inhibition, usual class: inhibitors | hit rate 0.17% among 330,000 | AID 485367;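 also: potency is read from the fitted curve at half-maximal effect; 0% = uninhibited 1x PFK enzyme wells and -100% = no-enzyme wells; nearly all actives have a fitted effect of over 60% in size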
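Luminescent ADP detection (ADP-Glo, two-step: ATP depletion then ADP-to-ATP conversion for luciferase) reported PFK activity after 45 min room-temperature reaction of 1.25 nM enzyme with 0.5 mM F6P and 0.1 mM ATP at pH 8.0.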
Giardia kill = kills Giardia lamblia; Giardia lamblia trophozoite viability; activity change, % at 7.66 µM, hits read low; hit rate 0.15% among 340,000; in the data active = activity change below about -80%; inconclusive = between about -30% and that limit;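 also: parasites exposed to compound for two days anaerobically before the ATP read; % is scaled to controls: 0 for no effect and ±100 for the full control effect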
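Trophozoites 100 cells/well + cpd; 48 hrs, 37 deg C, anaerobic. ATPLite 1-Step added, 15-30 min RT, luminescence read (ATP-based viability).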
S-ASM inh = human S-ASM enzyme inhibition. Potency, µM (series often up to 57.5 µM), for inactives: top-dose activity change, negative = inhibition, actives largely listed as inhibitors. AID 504937. hit rate 0.006% among 340,000. P17405. placental ASM, HMU-PC fluorogenic substrate, 60 min; also: potency is read from the fitted curve at half-maximal effect
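Steps: dispense placental human ASM, pin compound, wait 10 min at room temperature, add HMU-PC0 substrate at 9 uM final, incubate 60 min at 37 °C, add stop solution raising pH to 10, read fluorescence.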
TSG101-PTAP inh = blocks PTAP/TSG101 interaction to inhibit HIV-1 budding; Fluorescence polarization, FITC-PTAP peptide / Tsg101 binding; Potency, µM (top dose mostly 115 µM), inactives show at the top dose activity change, negative = inhibition, most hits filed as inhibitors; 340,000 tested, under 10 active; AID 493005; active = well fitted inhibition curve with a large enough effect in the main read-out, with a control signal flat, not every such curve was filed as active; inconclusive = small, poorly fitted or top-dose-only effect, or effect the other way, or a change in a side signal; inactive = no such curve, though single readings can be large or run the other way; also: potency is read from the fitted curve at half-maximal effect; % of control where 0% means no effect
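FP read-out: FITC-PTAP peptide, 50 nM final, binding Tsg101 binding domain, 10 uM final; 20 min, r.t.; 10 mM HEPES pH 7.5, 0.15 M NaCl, 0.01% Tween 20, 3 mM EDTA, 0.1 mM TCEP.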
BCR signal inh = blocks chronic active B-cell receptor signaling | ABC-DLBCL IkBa-CBG/CBR reporter, luminescence ratio, 4 h | Potency, µM (titrated, usually from 46.1 µM), inactives show at the top dose ratio change, negative = lower green/red ratio, actives largely listed as inhibitors | hit rate 0.05% among 340,000; active = well fitted inhibition curve with a large enough effect in the signal ratio, with a control signal flat, not every such curve was filed as active; inconclusive = small, poorly fitted or top-dose-only effect, or effect the other way, or a change in a side signal; the % refers to the signal ratio;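 also: potency is read from the fitted curve at half-maximal effect; plate controls were basal doxycycline-induced cells for no effect and cells given 10 µM MG132 for full effect; MG132 reads +100%, hits lower the ratio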
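Concentration-response series (up to 46 uM) were applied to TMD8 dual-reporter cells for 4 h at 37C with doxycycline. Green/red ratio, after filter-overlap correction, defined %Activity; red signal alone was normalised to basal cells and zero luminescence.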
B2AR arrestin = agonists driving beta-arrestin recruitment to human beta2-adrenergic receptor; beta-arrestin recruitment to beta2AR, cell-based reporter; Potency, µM (top dose mostly 46.1 µM), for inactives: top-dose activation, usual class: activators; AID 492947; hit rate 0.02% among 330,000;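 also: potency is read from the fitted curve at half-maximal effect; 0% = DMSO controls and full agonism = EC100 isoproterenol or metaproterenol; nearly all actives have a fitted effect of over 65% in size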
PKM2 activator = increases activity of human pyruvate kinase M2 | hit rate 0.34% among 260,000 | P14618 | Potency, µM (doses to about 57.5 µM), for inactives: top-dose activation, actives largely listed as activators | purified PKM2, Kinase-Glo ATP luminescence, activation; response scale: 0% is enzyme alone, no compound; also: potency is read from the fitted curve at half-maximal effect; % is scaled to controls: 0 for no effect and ±100 for the full control effect; nearly all actives have a fitted effect of over 55% in size
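hPK-M2, >95% pure; 0.1 mM ADP / 0.5 mM PEP final; imidazole pH7.2 buffer w/ 7 mM MgCl2, 50 mM KCl; 1 h RT; Kinase-Glo lum. Intermediate enzyme activity for dual inhibitor/activator qHTS.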
a7 integrin act = integrin-mediated muscular dystrophy alleviation activation; alpha7betagal myoblasts, beta-gal FDG fluorescence, 48 h; Potency, µM (doses to about 38.3 µM), inactives show at the top dose activation, hits mostly activators; hit rate 0.064% among 350,000; AID 624291;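 also: potency is read from the fitted curve at half-maximal effect; 100% = response of the positive control SU9516; nearly all actives have a fitted effect of over 60% in size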
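Alpha7betagal+/- myoblasts (passage 13) were plated 16-24 hr, then exposed to compounds (1:260 dilution of DMSO stock) for 48 hours at 37C. After MPER lysis, β-galactosidase reporter activity was read as FDG fluorescence (ex 480/em 540) after 30 minutes.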
Coupling enz = counter-screen for Giardia aldolase inhibitors: coupling enzyme system | activity change, negative = inhibition, % at 58.2 µM, hits read low | AID 2472 | hit rate 0.67% among 290,000 | coupling enzyme system counterscreen, AmpLite Red fluorescence; in the data active = activity change below about -30%; also: % is scaled to controls: 0 for no effect and ±100 for the full control effect
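Counterscreen of the coupled detection system alone, without aldolase: glyceraldehyde-3-phosphate coupling enzymes plus AmpLite Red readout. Compounds at 57.5 uM final, 10 min RT preincubation, 20 min RT reaction, fluorescence 525/598 nm.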
GALK inh = inhibitors of human galactokinase | hit rate 0.007% among 270,000 | P51570 | Purified GALK, Kinase-Glo residual ATP luminescence | Potency, µM (titrated, usually from 57.5 µM), inactives show at the highest dose activity change, negative = inhibition, hits mostly inhibitors; also: potency is read from the fitted curve at half-maximal effect; % is scaled to controls: 0 for no effect and ±100 for the full control effect
Target sequence (P51570 whole entry, looked up): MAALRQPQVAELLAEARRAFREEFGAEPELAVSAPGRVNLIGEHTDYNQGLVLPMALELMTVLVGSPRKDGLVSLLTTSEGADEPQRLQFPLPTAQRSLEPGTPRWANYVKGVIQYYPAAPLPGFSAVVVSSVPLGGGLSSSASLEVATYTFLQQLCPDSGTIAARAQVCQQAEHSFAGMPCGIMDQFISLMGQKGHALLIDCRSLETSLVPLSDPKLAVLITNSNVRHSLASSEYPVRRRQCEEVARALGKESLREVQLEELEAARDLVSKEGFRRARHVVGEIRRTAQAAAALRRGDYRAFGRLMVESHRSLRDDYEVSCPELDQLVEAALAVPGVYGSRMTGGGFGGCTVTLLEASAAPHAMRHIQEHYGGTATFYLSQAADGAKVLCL
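Kinase-Glo Plus luminescence measured ATP left after a 1 h room-temperature reaction. The reaction used 5 nM GALK, 100 uM galactose and 35 uM ATP at pH 8.0 (20 mM HEPES, 5 mM MgCl2, 60 mM NaCl, 1 mM DTT, 0.01% BSA).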
An asterisk follows results filed as active; [ ] = remark or other dose. Unless noted, calls follow the shape of the dose curve; as a rule, active = well fitted curve in the direction sought with a large enough effect; inconclusive = small, poorly fitted or top-dose-only effect, or another doubt; inactive = no such curve, though single readings can be large; an effect the other way counts as inactive or inconclusive. Not all compounds are listed (hit frequency here may not be typical).

How did Cn1c(N)c(C(=O)COC(=O)c2ccc3c(c2)C(=O)N(c2ccc(Cl)cc2)C3=O)c(=O)n(C)c1=O do in these assays?
Menin MLL FP TR: 15%; Tb PFK inh: 0%; Giardia kill: -3; S-ASM inh: -1%; TSG101-PTAP inh: -2%; BCR signal inh: 2%; B2AR arrestin: -0.8%; PKM2 activator: 0%; a7 integrin act: 3%; Coupling enz: 0; GALK inh: 1%

What do the screens show for `Cc1nn(CCCC(=O)NCCc2ccccc2)c(=O)c2nn(-c3ccccc3)c(C)c12`?
Tb PFK inh: 0%; Giardia kill: 1; S-ASM inh: 7%; TSG101-PTAP inh: -7%; BCR signal inh: 1%; B2AR arrestin: 0.2%; a7 integrin act: -18%; GALK inh: 2%

Results for COc1ccc(S(=O)(=O)N(C)CC(=O)NCc2cccnc2)cc1C ?
Menin MLL FP TR: -18%; Tb PFK inh: -3%; Giardia kill: 10; S-ASM inh: 0%; TSG101-PTAP inh: -2%; BCR signal inh: 0%; B2AR arrestin: -0.2%; PKM2 activator: 7%; a7 integrin act: 20%; Coupling enz: -2; GALK inh: 0%

How did CC(CNc1nc2ccc(Cl)cc2n2cnnc12)c1ccccc1 (stereo not drawn) do in these assays?
Menin MLL FP TR: 28%; Tb PFK inh: -2%; Giardia kill: -11; S-ASM inh: -21%; TSG101-PTAP inh: 0%; BCR signal inh: inconclusive; B2AR arrestin: -0.2%; a7 integrin act: 5%; Coupling enz: -4

Results for O=C(NNC(=O)c1cccs1)c1ccc(Cl)c(S(=O)(=O)N2CCCC2)c1 ?
Tb PFK inh: -7%; Giardia kill: 10; S-ASM inh: -2%; TSG101-PTAP inh: -7%; BCR signal inh: -3%; B2AR arrestin: 0.1%; a7 integrin act: 11%

How did CCOC(=O)c1c(C)[nH]c(C)c1C(=O)COc1ncnc2cc([N+](=O)[O-])ccc12 do in these assays?
Menin MLL FP TR: 5%; Tb PFK inh: 8%; Giardia kill: 11; S-ASM inh: 8%; TSG101-PTAP inh: 1%; BCR signal inh: inconclusive; B2AR arrestin: -1.1%; PKM2 activator: 1%; a7 integrin act: 1%; Coupling enz: 0; GALK inh: -3%

Results for COc1cccc(-c2nc(CS(=O)(=O)CC(=O)NCCCN3CCOCC3)c(C)o2)c1 ?
Menin MLL FP TR: 5%; Tb PFK inh: 2%; Giardia kill: 20; S-ASM inh: 3%; TSG101-PTAP inh: -4%; BCR signal inh: 0%; B2AR arrestin: -0.2%; a7 integrin act: -3%; Coupling enz: -2; GALK inh: 1%

Results for Cc1c(C(=O)O)c(=O)n(-c2ccccc2)n1-c1ccccc1 ?
Menin MLL FP TR: 5%; Tb PFK inh: -1%; Giardia kill: 4; S-ASM inh: -6%; TSG101-PTAP inh: -5%; BCR signal inh: 0%; B2AR arrestin: 0.1%; PKM2 activator: -4%; a7 integrin act: 31%; Coupling enz: 7; GALK inh: 3%

What do the screens show for `CC(=O)c1ccc(NC(=O)CSC(=S)N2CCCC2)cc1`?
Menin MLL FP TR: -10%; Tb PFK inh: -3%; Giardia kill: -1; S-ASM inh: -2%; TSG101-PTAP inh: -2%; BCR signal inh: inconclusive; B2AR arrestin: 0.5%; PKM2 activator: -15%; a7 integrin act: 6%; Coupling enz: 3; GALK inh: -1%

How did C[C@@H]1CN([C@@H](C)CO)C(=O)c2cc(NC(=O)CCC(F)(F)F)ccc2O[C@H]1CN(C)S(=O)(=O)c1ccc(Cl)cc1 do in these assays?
Tb PFK inh: 6%; Giardia kill: -23; S-ASM inh: inconclusive; TSG101-PTAP inh: -5%; BCR signal inh: inconclusive; B2AR arrestin: -0.2%; a7 integrin act: -1%

What do the screens show for `COc1ccccc1-c1cc(C(F)(F)F)nc(N2CCOCC2)n1`?
Menin MLL FP TR: inconclusive; Tb PFK inh: 3%; Giardia kill: -11; S-ASM inh: -1%; TSG101-PTAP inh: -10%; BCR signal inh: 18%; B2AR arrestin: -0.6%; PKM2 activator: 2%; a7 integrin act: -27%; Coupling enz: 0; GALK inh: -1%

How did Cn1cc(Cl)c(C(=O)Nc2cccc(Cl)c2Cl)n1 do in these assays?
Menin MLL FP TR: -1%; Tb PFK inh: -7%; Giardia kill: 15; S-ASM inh: 2%; TSG101-PTAP inh: -6%; BCR signal inh: inconclusive; B2AR arrestin: -0.2%; PKM2 activator: 4%; a7 integrin act: 6%; Coupling enz: 0; GALK inh: 1%

Results for Cc1ccc(N(C(=O)Cc2cccs2)C2C=CS(=O)(=O)C2)cc1Cl (stereo not drawn) ?
Menin MLL FP TR: 4%; Tb PFK inh: 0%; Giardia kill: -15; S-ASM inh: -1%; TSG101-PTAP inh: 1%; BCR signal inh: inconclusive; B2AR arrestin: 0.2%; PKM2 activator: 8%; a7 integrin act: 11%; Coupling enz: 5; GALK inh: 1%

How did COc1cccc(NC(=S)NCCCN2CCOCC2)c1 do in these assays?
Menin MLL FP TR: -4%; Tb PFK inh: -1%; Giardia kill: -6; S-ASM inh: 2%; TSG101-PTAP inh: -1%; BCR signal inh: 1%; B2AR arrestin: -0.2%; PKM2 activator: -8%; a7 integrin act: -18%; Coupling enz: 1; GALK inh: 0%

What do the screens show for `O=C(Cc1ccc(S(=O)(=O)N2CCOCC2)s1)NCCc1ccc(F)cc1`?
Tb PFK inh: 0%; Giardia kill: 10; S-ASM inh: 2%; TSG101-PTAP inh: 1%; BCR signal inh: -10%; B2AR arrestin: -0.2%; a7 integrin act: 10%

How did O=C(CCCN=C1NS(=O)(=O)c2ccccc21)OCC(=O)N1CCc2ccccc21 do in these assays?
Menin MLL FP TR: -1%; Tb PFK inh: -2%; Giardia kill: -10; S-ASM inh: -2%; TSG101-PTAP inh: -6%; BCR signal inh: -3%; B2AR arrestin: 0.2%; PKM2 activator: -2%; a7 integrin act: -14%; Coupling enz: -1; GALK inh: 0%

What do the screens show for `O=C(Nc1ccccc1)c1cc(-c2ccccc2Cl)no1`?
Menin MLL FP TR: 56%[activator]; Tb PFK inh: 5%; Giardia kill: -1; S-ASM inh: -2%; TSG101-PTAP inh: 10%; B2AR arrestin: 0.4%; PKM2 activator: 0%; a7 integrin act: 28%; Coupling enz: -3; GALK inh: -2%

How did CC(=O)Nc1cccn(Cc2c(Cl)cccc2Cl)c1=O do in these assays?
Menin MLL FP TR: 5%; Tb PFK inh: -15%; Giardia kill: -19; S-ASM inh: 4%; TSG101-PTAP inh: 2%; BCR signal inh: inconclusive; B2AR arrestin: 0.2%; PKM2 activator: inconclusive; a7 integrin act: -10%; Coupling enz: 1; GALK inh: -2%

Results for Cc1cc([N+](=O)[O-])nn1CC(=O)NNC(=S)Nc1ccc(Cl)cc1 ?
Menin MLL FP TR: 36%[activator]; Tb PFK inh: 2%; Giardia kill: -6; S-ASM inh: 0%; BCR signal inh: 1%; B2AR arrestin: -0.4%; PKM2 activator: -2%; a7 integrin act: -10%; Coupling enz: 4; GALK inh: 0%

What do the screens show for `O=C(NC1CC1)C1=C[C@@H](C2CCCCC2)C[C@@H](OCc2ccc(CO)cc2)O1`?
Menin MLL FP TR: -3%; Tb PFK inh: -2%; Giardia kill: 6; S-ASM inh: -2%; TSG101-PTAP inh: 2%; BCR signal inh: inconclusive; B2AR arrestin: -0.2%; PKM2 activator: -1%; a7 integrin act: -5%; Coupling enz: 1; GALK inh: -1%

Results for CCc1sc(C(=O)NCc2ccco2)cc1Br ?
Menin MLL FP TR: 12%; Tb PFK inh: 0%; Giardia kill: 8; S-ASM inh: -3%; TSG101-PTAP inh: -13%; BCR signal inh: -2%; B2AR arrestin: 0.1%; PKM2 activator: 2%; a7 integrin act: 1%; Coupling enz: 1; GALK inh: -9%

Results for O=C(O)/C=C/c1cn(-c2ccccc2)nc1-c1cc2ccccc2oc1=O ?
Tb PFK inh: 1%; Giardia kill: -13; S-ASM inh: 7%; TSG101-PTAP inh: -1%; BCR signal inh: 18%; B2AR arrestin: -1.0%; PKM2 activator: inconclusive; a7 integrin act: -29%; Coupling enz: 4; GALK inh: -2%

Results for O=C(Nc1ccccc1C(=O)NC1CC1)c1ccc([N+](=O)[O-])o1 ?
Tb PFK inh: inconclusive; Giardia kill: inconclusive; S-ASM inh: -1%; TSG101-PTAP inh: -3%; BCR signal inh: 1%; B2AR arrestin: -0.3%; a7 integrin act: -49%[inhibitor]

How did COc1ccccc1NC(=O)CC1SC(=N)N(c2ccccc2)C1=O (stereo not drawn) do in these assays?
Menin MLL FP TR: 8%; Tb PFK inh: -2%; Giardia kill: -4; S-ASM inh: 3%; TSG101-PTAP inh: -5%; BCR signal inh: 8%; B2AR arrestin: 0.0%; PKM2 activator: -1%; a7 integrin act: -2%; Coupling enz: 0; GALK inh: 3%

Bioassay records (PubChem)
